Screening results deposited in PubChem by Fisher Drug Discovery Resource Center.
mcGAS RapidFire = mouse cGAS inhibition by mass spec; inhibition, % at 12.5 µM; 0.18% of 130,000 active; recombinant mouse cGAS, cGAMP by RapidFire MS;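 active = inhibition of cGAS enzyme activity at or above 60%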;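 note: enzyme stimulated by 45 bp dsDNA with ATP and GTP substrates; cGAMP share of summed cGAMP plus half ATP and half GTP signals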
Target sequence (Q8C6L5 whole entry, looked up): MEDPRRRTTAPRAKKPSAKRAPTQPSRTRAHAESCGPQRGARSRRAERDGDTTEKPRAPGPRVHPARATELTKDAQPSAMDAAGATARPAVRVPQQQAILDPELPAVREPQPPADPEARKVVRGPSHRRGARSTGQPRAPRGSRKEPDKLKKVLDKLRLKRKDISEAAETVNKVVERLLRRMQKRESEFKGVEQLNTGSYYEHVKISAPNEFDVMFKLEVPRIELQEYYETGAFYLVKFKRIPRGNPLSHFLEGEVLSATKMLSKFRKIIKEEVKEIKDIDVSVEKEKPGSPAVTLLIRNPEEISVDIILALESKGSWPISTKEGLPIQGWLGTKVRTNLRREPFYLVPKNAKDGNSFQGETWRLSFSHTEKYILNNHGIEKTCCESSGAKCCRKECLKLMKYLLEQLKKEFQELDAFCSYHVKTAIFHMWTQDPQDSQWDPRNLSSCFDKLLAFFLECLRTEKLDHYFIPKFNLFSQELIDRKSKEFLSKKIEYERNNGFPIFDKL
* hit, by the source's call; & = joins results of further samples. The list is partial, so the mix of outcomes need not match the whole.

SMILES	mcGAS RapidFire
Cc1ccc2[nH]c(=O)cc(C(=O)N3C[C@@H]4C5CCC(CC5)[C@@H]4C3)c2c1	-15
Cc1ccccc1Cn1c(C)c(C(=O)NCc2cccc3ccccc23)sc1=O	-5
CCCN(Cc1c(Cl)ccc2cccnc12)CC1CC1	5
COCC(=O)N1CCC(Oc2ccccc2C(=O)N2CCCO2)CC1	-2
COc1ccccc1N1CCN(c2nc(Nc3ccc(F)cc3)c3cn[nH]c3n2)CC1	-6
Cn1c(=O)[nH]cc(C(=O)N(C2CCCC2)C2CC2)c1=O	0
Cc1cc(N(C)Cc2cnn(C(C)C)c2)nc(-c2cccnc2)n1	-12
CCc1cc(C(=O)NC2CC(=O)N(C3CC3c3ccccc3)C2)sc1C (centres undefined)	-12
Cc1ccc(F)c(S(=O)(=O)NC(=O)C2(C)CCN2C(=O)Cc2ccc(Cl)cc2Cl)c1 (centres undefined)	-7
CC(C)=CCN1CCN(Cc2ccnc3ccccc23)CC1CCO (centres undefined)	-10
Clc1cc(CSc2nnc(-c3ccccc3)o2)cc2c1OCCO2	3
CCc1nnc(CNC(=O)c2[nH]c3ccccc3c2CC)s1	-21
COc1ccc(Cc2nn3c(Cn4cnc5ccccc54)nnc3s2)cc1	-12
CN(C)CCNC(=O)C1=CN2CCN(Cc3ccccc3)C(=O)N=C2O1	-9
O=C(Nc1n[nH]c(-c2ccco2)n1)N1CC=C(c2ccccc2)CC1	-17
CC(=O)Cn1c(=O)c2c(nc3n2CC(C)CN3c2ccc(Cl)cc2)n(C)c1=O (centres undefined)	-9
O=c1oc2cc(Oc3cnn(-c4ccccc4)c(=O)c3Cl)ccc2c2c1CCC2	0
COc1ccc(-c2csc(=NCCCN3CCOCC3)n2NC(=O)C(C)Oc2ccc(Cl)cc2C)cc1 (centres undefined)	-4
Cc1n[nH]c(C)c1CNC(=O)C(C)N1C(=O)c2cccc3cccc1c23 (centres undefined)	-20
COc1ccc(NC(=O)C(C)Sc2nnc(C3CC3)n2C2CC2)cc1 (centres undefined)	-2
CN(C(=O)CCC(=O)NC1CCCCCC1)C1CC(C)(C)NC(C)(C)C1	-14
Cc1cccn2c(=O)nc(SCC(=O)c3ccccc3)nc12	-9
CN1CCC(C(=O)C(C#N)c2ncc(C(F)(F)F)cc2Cl)CC1=O (centres undefined)	20
O=C(Nc1cccc(Cl)c1Cl)c1csc(-c2cccs2)n1	-9
CC1(C(=O)NS(=O)(=O)c2cccc(C#N)c2)CCN1C(=O)C/C=C/c1ccccc1 (centres undefined)	-19
COc1ccc(OCCNC(=O)C2(C)CCN2CCOc2ccc(C)cc2)cc1 (centres undefined)	-10
Cc1cccc(NC(=O)CSc2nc3[nH]ncc3c(=O)[nH]2)c1	-6
COC(=O)c1ccc(C(=O)NCc2ccc(-c3ncc(-c4ccc(N5CCOCC5)cc4)[nH]3)cc2)cc1	-2
CC(C)(C(=O)NCCN1CCN(c2ncccn2)CC1)c1ccccc1	-34
Cc1cc(F)cc(S(=O)(=O)NC(=O)c2c(C)noc2C)c1	-8

Five entries drawn at random from those above, as already listed:
SMILES	mcGAS RapidFire
CC(C)(C(=O)NCCN1CCN(c2ncccn2)CC1)c1ccccc1	-34
CC1(C(=O)NS(=O)(=O)c2cccc(C#N)c2)CCN1C(=O)C/C=C/c1ccccc1 (centres undefined)	-19
O=C(Nc1cccc(Cl)c1Cl)c1csc(-c2cccs2)n1	-9
CN1CCC(C(=O)C(C#N)c2ncc(C(F)(F)F)cc2Cl)CC1=O (centres undefined)	20
Cc1cccn2c(=O)nc(SCC(=O)c3ccccc3)nc12	-9

(continued)
SMILES	mcGAS RapidFire
CC12CC3(C(=O)Nc4cccc(Cl)c4Cl)C1CCC23C (centres undefined)	-11
CCCc1nc(-c2ccccc2)c(-c2ccc(OC)c(OC)c2)c(=O)[nH]1	-7
O=C(c1cc(C2CC2)on1)N1CCC(c2cc(Cc3ccccc3)[nH]n2)CC1	-25
CC(OC(=O)c1cc(Br)ccc1F)C(=O)N1C(C)CCCC1C (centres undefined)	0
CCN(CCN1CCOCC1)Cc1ncc[nH]1	-8
O=S(=O)(NC1CCN(Cc2ccccc2F)CC1)c1ccc2c(c1)CCC2	0
Cn1cc(C#N)cc1C(=O)N1CC(C)(C)Sc2ccccc21	-4
c1ccc2c(c1)oc1c(N3CCCCCC3)ncnc12	4
CCOCCc1nc(CCc2ccccc2)nn1-c1ccccn1	-9
CC(C)c1csc(C2CCCN(Cc3nnc(C(C)C)o3)C2)n1 (centres undefined)	-12
C=CCNC(=O)CSC(C)c1cccs1 (centres undefined)	1
C#CC(C)(O)C1CC2CC1C1ON=C(C(N)=O)C21 (centres undefined)	-5
CCN1CC2CCCC3(C1)C(=O)NC1(CCCCC1)N=C23 (centres undefined)	4
Cc1noc(C)c1CC(=O)NCC(C)c1ccccc1 (centres undefined)	-11
CCc1ncc(C(=O)N2CCN(C)c3cc(F)ccc32)[nH]1	-17
COc1cc(C(=O)NCC(=O)N2CCCC2c2nc3ccccc3[nH]2)cc(OC)c1OC (centres undefined)	-5
Fc1ccc(C2CCCN2Cc2nc(-c3ccc4c(c3)OCO4)no2)cc1 (centres undefined)	-5
CCC(C)C1N=C2c3ccccc3N=C(SCc3cc(=O)n4cc(Br)ccc4n3)N2C1=O (centres undefined)	-2
CC(C)c1nccn1C(C)C(=O)NCc1scnc1-c1ccccc1 (centres undefined)	-7
CC(=O)NCCC1CCCCN1Cc1nc(C2(c3ccc(C)cc3)CCCC2)no1 (centres undefined)	-4&-1
CCCOc1ccc(Oc2nc(NCC)cc(NC(C)(C)C)n2)nn1	5
Cc1nnc(SCC(=O)N2Cc3cnc(C(C)(C)C)nc3C2)s1	-22
COc1cccc(C(=O)Nc2c(C)nc3c(C)cccn3c2=O)c1	23
O=C1N=c2ccccc2=C1c1sc(=S)n(-c2ccc(O)cc2)c1O	2
COc1cc(C2c3c(n[nH]c3-c3ccccc3)OC(=N)C2C#N)ccc1O (centres undefined)	1
CCOC1CC(NC(=O)C2CCOC2)C1(CC)CC (centres undefined)	-5
CCc1sc(C(=O)NNC(=O)CCN2CCSC2=O)cc1C	-6
O=C1CC2(CCN(C(=O)c3ccccc3OCc3ccc(Cl)cc3)CC2)N1	-1
O=C(Cn1c(=O)oc2ccc(Cl)cc21)NCc1ccccc1Cl	-15
O=C(NC1CCN(C(=O)c2ccncc2)CC1)C1CC2(CCNCC2)CN1 (centres undefined)	12

A portion from the list above:
SMILES	mcGAS RapidFire
CCc1sc(C(=O)NNC(=O)CCN2CCSC2=O)cc1C	-6
O=C1CC2(CCN(C(=O)c3ccccc3OCc3ccc(Cl)cc3)CC2)N1	-1
O=C(Cn1c(=O)oc2ccc(Cl)cc21)NCc1ccccc1Cl	-15
O=C(NC1CCN(C(=O)c2ccncc2)CC1)C1CC2(CCNCC2)CN1 (centres undefined)	12

(continued)
SMILES	mcGAS RapidFire
O=C(COC(=O)C=Cc1ccco1)COC(=O)C=Cc1ccco1	-5
O=S(=O)(Nc1ncccn1)c1ccc(NC(=S)Nc2ccc(F)cc2)cc1	-9
Cc1cccc(-c2ccc(NC(=O)C3CCN(Cc4nccs4)CC3)cc2)c1	-2
Cc1csc2nc(CN3CCN(CC(=O)N(C)C)CC3)cc(=O)n12	-5
COC(=O)C1C(c2ccc(Br)cc2)Nc2nnc(C(F)(F)F)n2C1(C)O (centres undefined)	-1
CCNc1ccnc(-c2ccc(OC)nc2)n1	-47
Cc1noc(C)c1CN1CCN2C=C(C(=O)N3CCN(C)CC3)OC2=NC1=O	-9
C=CCNCC#CCOc1c(C)cccc1C	2
C/C(=C/C(=O)NCCc1ccccc1F)CCc1ccccc1	-1
Cc1ccc(S(=O)(=O)N2CCN(C(=O)CSc3nc4ccccc4c(=O)[nH]3)CC2)c(C)c1	2
CCOc1cc(C)c(C)cc1S(=O)(=O)n1cc(C)nc1CC	-12
CCOc1ccc(C2c3cccn3CCN2C(=O)NC2CCCCC2)cc1 (centres undefined)	2
Cc1nc2c(c(NCC(c3cccnc3)N3CCOCC3)n1)CCNC2 (centres undefined)	-9
CCCS(=O)(=O)N1CCCc2cc(NC(=O)CN3C(=O)CCC3=O)ccc21	-6
Cc1nc2c(c(NCCc3nccc(-c4ccccc4)n3)n1)CCNC2	-7
CCCc1ncncc1C(=O)N1CCCC(Nc2ccc3c(c2)OCCO3)C1 (centres undefined)	-6
CCC(C)NC(=S)NC(=O)c1ccco1 (centres undefined)	-9
Cc1ccc(NC(=O)C2(C)CCN2Cc2ccc3c(c2)OCCO3)cc1O (centres undefined)	-3
COc1ccc(OC)c(NC(=O)CSc2nc3[nH]ncc3c(=O)[nH]2)c1	-7
Cc1c(C(F)(F)F)cc(C(F)(F)F)c(C)c1N	0
CC(C)Cn1c(-c2ccco2)nc2c(c(=O)c3ccccc3n2C)c1=O	-9
CCN(CC)C(=O)[C@@H]1C[C@H](N)CN1C(=O)Cn1c(=O)cc(C)c2ccccc21	-15
CC1=NOC(C(=O)Nc2ccc(NC(=O)c3coc(C)c3)cc2)C1 (centres undefined)	1
O=C(O)C1CCN(C(=O)C2CC2)CC1	-5
C=CCn1c(=S)sc2c(=O)[nH]c(-c3ccc4c(c3)OCO4)nc21	-6
COc1ccc(CN2CCCn3cccc3C2c2ccc(F)cc2)c(OC)c1 (centres undefined)	-6
CCOC(=O)c1nnc2c(-c3ccccc3)c(CC)nn2c1C	2
O=C(Cn1cnc2c(nnn2Cc2ccc(Cl)cc2)c1=O)NCc1ccc(F)cc1	5
Cn1c(=O)[nH]c(=O)c2c1nc(SCc1ccc(Cl)cc1)n2Cc1ccccc1	-8
COc1ccc(OC)c(-c2cc(N)nc3[nH]ccc23)c1	-4
O=C(c1csc2c1CCCC2)N1CCN(S(=O)(=O)c2ccc(F)c(Cl)c2)CC1	-2
CCCCn1c(SCC(=O)c2ccc3c(c2)OCCO3)n[nH]c1=O	-11
O=C(/C=C/c1cn(S(=O)(=O)c2cccc3ccccc23)c2ccccc12)N1CCC(O)(Cc2ccccc2)CC1	5
CC(C(=O)N1CCCn2nc(C(=O)Nc3ccccc3)cc2C1)n1cncn1 (centres undefined)	-5
N#Cc1ccc(S(=O)(=O)CCSc2nc3ccccc3[nH]2)cc1	-35
Cc1ccc(C(F)(F)F)cc1NC(=O)NCCNC(=O)C(C)C	-12
CNc1cc(-c2c(OC)cccc2OC)ncn1	4
COc1cc(C2NC(=O)c3ccccc3N2)cc(Cl)c1OC (centres undefined)	-3
C=CCN1C=CC=C/C1=C\C=C(/C#N)C(=O)OCC	-8
CC(=O)NCCn1cnc(-c2ccccc2)c1/C(C)=C/c1ccco1	-10
Cc1ccccc1Cn1c(C)c(C(=O)NCc2ccc3c(c2)OCCO3)sc1=O	-1
CC(C)c1nc(C#N)c(C#N)nc1-c1ccc2c(c1)OCCOCCOCCOCCO2	-35
CCCCCN=C(N)NN=Cc1c[nH]c2ccc(OC)cc12	-14
CC1CCN(c2cnn(-c3ccccc3C(=O)O)c(=O)c2Cl)CC1	12
CN1CCN(c2onc(-c3ccccc3)c2CNCCN2CCOCC2)CC1	-13
FC(F)(F)c1ccc(-c2nc(CN(CC3CCOC3)C3CC3)cs2)cc1 (centres undefined)	-3
COc1ccccc1OCC(=O)N1CCN(c2ncnc3c2nnn3C)CC1	1
COc1ccc(C(C)(C)C)cc1S(=O)(=O)Nc1ccc(-c2cn3ccc(C)nc3n2)cc1	-26
Fc1ccc(C2=Nn3cc(-c4ccccc4)nc3SC2)cc1	-9
COc1ccc(F)c(CN2CCCC3(CCN(C(=O)CCn4cnnn4)C3)C2)c1 (centres undefined)	-4
Following part:
SMILES	mcGAS RapidFire
Cc1cn2c3c(=O)n(C)c(=O)n(C)c3nc2n1Cc1ccc(Cl)c(Cl)c1	-8
CC(C)N1CCN(c2ccc(C(=O)c3c(-c4ccc(O)cc4)sc4cc(O)ccc34)cc2)CC1	-6
CN(Cc1ccccc1)C(=O)c1nc2ccccn2c1CNCC1COCCO1 (centres undefined)	2
COc1ccc(-c2[nH]ncc2CN2CCN(Cc3cccc(C)c3)C(=O)C2)cc1F	5
Cc1c(F)cccc1NC(=O)CNC(c1ccccn1)C(F)(F)F (centres undefined)	-19
COc1ccc2nc(NC(=O)C34CC5(C)C3CCC54C)sc2c1 (centres undefined)	-5
CC(C)(C)NC(=O)NC(=O)COc1ncnc2sccc12	-11
Cc1c2oc3c(C)ccc(C(=O)OC(C)C4NC(=O)C(C(C)C)N(C)C(=O)CN(C)C(=O)C5CCCN5C(=O)C(C(C)C)NC4=O)c3nc-2c(C(=O)OC(C)C2NC(=O)C(C(C)C)N(C)C(=O)CN(C)C(=O)C3CCCN3C(=O)C(C(C)C)NC2=O)c(N)c1=O (centres undefined)	-9
CCCCc1ccc(NCCn2c(C)c(C)n3c4c(=O)[nH]c(=O)n(C)c4nc23)cc1	-14
CCc1noc(CN(CC)C(=O)Cc2cnc3c(C)cccn23)n1	-38

Filtered by structure: the compounds so far containing bromine (three)
SMILES	mcGAS RapidFire
CC(OC(=O)c1cc(Br)ccc1F)C(=O)N1C(C)CCCC1C (centres undefined)	0
CCC(C)C1N=C2c3ccccc3N=C(SCc3cc(=O)n4cc(Br)ccc4n3)N2C1=O (centres undefined)	-2
COC(=O)C1C(c2ccc(Br)cc2)Nc2nnc(C(F)(F)F)n2C1(C)O (centres undefined)	-1

(list continues)
SMILES	mcGAS RapidFire
Cc1ccc(C=CC(=O)Nc2nccs2)o1	-11
Cc1cccnc1CCNC(=O)C1CCCN(C2CCN(C(=O)C3CC3)CC2)C1 (centres undefined)	-14
CCN(C)C(=O)C(C1CCCC1)N1CCNCC1 (centres undefined)	-4
Oc1ccc2[nH]c(-c3ccccc3)nc2c1CN1CCCCC1	-5
CC(NCCn1nc2ccccn2c1=O)c1ccccc1F (centres undefined)	-23
COc1ccc(CNc2ncccn2)c(C(F)(F)F)c1	-1&4
Cn1c(=O)[nH]c(=O)c2c1nc(SCCN1CCOCC1)n2CCCc1ccccc1	-4
COc1ccc(C2CC(c3ccccc3)=NN2C(=O)CSc2nccc(=O)[nH]2)cc1 (centres undefined)	-5
COc1cccc(N2CCN(C(=O)c3cc(OC)c4c(c3)OCCO4)CC2)c1	-11
Cc1ccc(CCNC(=O)C2CC(=O)N(C3CC3)C2)cc1C (centres undefined)	-5
